Source: PubChem
aSyn UTR inh = MLPCN primary screen, SNCA 5' untranslated region. alpha-synuclein 5'UTR reporter, inhibitor activity. inhibition, % (tested at 7.5 µM). hit rate 0.82% among 300,000. AID 1813; in the data active means inhibition above about 60%;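 further: H4 neuroglioblastoma cells stably carrying SNCA 5'UTR luciferase fusion; 0% = DMSO wells and 100% = positive control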
GSK3 alpha inh = inhibitors of human GSK-3 alpha kinase; ADP-Glo luminescence, 60 min; inhibition, % at 10 µM; hit rate 0.1% among 320,000; AID 2650;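 in the data active means inhibition above about 50%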;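 further: GST-tagged GSK-3 alpha with peptide substrate and 25 µM ATP; 0% = DMSO neutral wells and 100% = GW8510 positive control wells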
Target sequence (P49840 whole entry, looked up): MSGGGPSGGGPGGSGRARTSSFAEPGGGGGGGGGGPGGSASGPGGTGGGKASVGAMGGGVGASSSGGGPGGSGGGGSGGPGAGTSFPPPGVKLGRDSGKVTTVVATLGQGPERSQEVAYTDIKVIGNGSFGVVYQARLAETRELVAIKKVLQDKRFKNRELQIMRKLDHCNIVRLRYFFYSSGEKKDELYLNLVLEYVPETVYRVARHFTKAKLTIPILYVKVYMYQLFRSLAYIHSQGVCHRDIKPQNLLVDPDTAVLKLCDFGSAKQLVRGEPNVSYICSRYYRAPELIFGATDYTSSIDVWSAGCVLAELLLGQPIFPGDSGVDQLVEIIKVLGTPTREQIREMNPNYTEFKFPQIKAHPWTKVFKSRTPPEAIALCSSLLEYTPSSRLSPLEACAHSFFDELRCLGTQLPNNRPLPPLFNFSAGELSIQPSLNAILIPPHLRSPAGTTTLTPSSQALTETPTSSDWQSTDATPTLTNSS
IEC-6 tox = kills IEC-6 intestinal cells in KLF5 counter-screen; IEC-6 cytotoxicity, luminescence viability; inhibition, % at 5 µM; hit rate 0.78% among 290,000; AID 1825; in the data active means inhibition above about 22%;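 further: 0% = plate median of test compound wells and 100% = cytotoxic reference compound wells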
HIF act = HIF pathway transcriptional activation; U2OS HRE-luciferase reporter, luminescence; normalized: DMSO 0%, desferrioxamine 100%; activation, % at 7.5 µM (by protocol); hit rate 0.32% among 300,000; AID 1910;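 active means mean activation of at least 10% of the iron chelator positive control signal, with at least half of replicates also reaching 10%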
KLF5 inh = kruppel-like factor 5 inhibition; DLD-1 KLF5 promoter-luciferase reporter, luminescence; inhibition, % at 5 µM; hit rate 0.23% among 290,000; AID 1700;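 active means inhibition above a per-plate limit of that plate's mean compound inhibition plus 3 SD, cut at about 60% in these data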;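 further: 0% = DMSO wells and 100% = LY294002 at 200 µM; higher means less KLF5 promoter-driven luciferase light; inactives centre near -14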
HSF1 activator = increases HSF-1 driven luciferase reporter signal; NIH3T3-HGL HSF-1 luciferase reporter, MG132, 8 h; 100% = twice DMSO control signal; activation, % at 9 µM; hit rate 1.7% among 300,000;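 active means mean replicate activation of at least 50% with a set share of replicates each reaching 50%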;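 further: 0% = median of the neutral control wells and 100% = twice that signal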
HSF1 inhib = HSF1 inhibition. AID 2098. NIH3T3-HGL HSE-luciferase, MG132-induced, luminescence 8 h; stronger effect = lower value. activity change, negative = inhibition, % at 7.5 µM (by protocol). hit rate 0.77% among 300,000;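 active means more than half of replicate wells show activity change below -50%, luminescence cut by over half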;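 further: luciferase reports HSF-1 transcriptional activity via heat shock element; 0% = median of DMSO wells and -100% = zero luminescence signal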
GSK3B inh = human GSK3beta kinase inhibition; hit rate 0.038% among 300,000; P49841; activity score (negative = inhibition), % at 10 µM; GST-GSK3beta kinase, ADP-Glo luminescence, 60 min; stronger effect = lower value;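 active means more than half of replicate wells score below -50%, meaning over 50% inhibition versus plate controls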;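 further: 0% = median DMSO wells and -100% = median GW8510 positive control wells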
Target sequence (P49841 whole entry, looked up): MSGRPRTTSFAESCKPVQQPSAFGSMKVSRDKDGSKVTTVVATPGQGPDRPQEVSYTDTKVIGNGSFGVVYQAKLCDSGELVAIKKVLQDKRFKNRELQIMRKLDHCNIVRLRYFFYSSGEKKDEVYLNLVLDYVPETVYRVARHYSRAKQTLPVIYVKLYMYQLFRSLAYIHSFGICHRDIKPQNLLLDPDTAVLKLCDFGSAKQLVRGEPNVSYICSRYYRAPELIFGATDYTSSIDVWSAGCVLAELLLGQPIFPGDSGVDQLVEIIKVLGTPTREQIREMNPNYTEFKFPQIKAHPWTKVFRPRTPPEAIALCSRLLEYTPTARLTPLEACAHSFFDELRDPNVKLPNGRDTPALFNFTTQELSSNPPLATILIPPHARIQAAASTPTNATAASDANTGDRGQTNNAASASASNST
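Test system: GST-tagged human GSK3beta kinase, cell-free; evaluation: activity score scaled between in-plate DMSO and GW8510 controls; measured by: ADP-Glo luminescence; incubation: 60 min reaction, RT; benchmarks: DMSO and 20 µM GW8510; reagent: peptide substrate plus 25 µM ATP (final); medium: Tris/MgCl2 kinase buffer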
HSP90 inh = inhibitors of HSP90 luciferase refolding in rabbit reticulocyte lysate; hit rate 0.91% among 290,000; inhibition, % at 5.6 µM; luciferase refolding luminescence, 3 h;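 active means inhibition above the screen-wide mean plus 3 SD, computed separately per campaign, cut at about 16% in these data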;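 further: 0% = DMSO wells and 100% = 60 µM geldanamycin wells; inhibitors lower the luminescence because luciferase stays unfolded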
AI-2 QS modul = modulators of Vibrio harveyi AI-2 quorum sensing system; hit rate 0.4% among 300,000; Vibrio harveyi JMH597 AI-2 luminescence/OD600 ratio, 9 h; stronger effect = lower value; strain lacks LuxN and CqsS sensors; 0 = neutral-control median; activity change, % at 7.5 µM; in the data active means activity change below about -75%, passing the limit was not always enough;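 further: luminescence divided by OD600 gain over 9 h not by final OD600 alone; inactives centre near 13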
* hit, by the source's call; nt = no result given.

no.	molecule	aSyn UTR inh	GSK3 alpha inh	IEC-6 tox	HIF act	KLF5 inh	HSF1 activator	HSF1 inhib	GSK3B inh	HSP90 inh	AI-2 QS modul
1	O=C(CCc1nnc(-c2ccsc2)o1)NCc1ccccc1OC(F)(F)F	-3.0	-2.4	-1.6	0.8	-25.2	6.6	7.7	0.7	0.1	48.1
2	Cn1c2ccccc2c(=O)c2ccc(C#Cc3ccc(N)cc3)cc21	-26.5	0.3	36.3*	1.4	-44.1	-0.4	-8.0	1.6	24.3*	27.9
3	Cc1nn2c(N)c(-c3ccccc3)cnc2c1-c1ccccc1	-131.2	3.6	1.6	3.2	-163.7	2.8	-0.9	-5.0	0.1	15.3
4	COc1ccc(CNC(=O)c2ccc(CS(=O)c3ccccc3)o2)cc1 (stereo not drawn)	-5.0	-0.6	3.0	-0.1	-10.1	-3.0	-2.0	-5.1	2.8	10.0
5	Cc1cc(NC(=O)c2cc(C(C)C)on2)no1	-139.8	0.1	-1.6	1.8	-57.1	26.0	2.1	2.4	1.9	9.8
6	Cc1ccc(-n2nc(C)c(NC(=O)CCl)c2C)cc1	-146.4	-4.8	-1.0	-1.2	-9.3	5.0	6.1	0.9	0.0	27.4
7	CCNCc1nc2cc(Cl)ccc2c(=O)[nH]1	2.4	1.8	0.3	-0.4	4.0	-3.8	1.4	-1.4	-4.2	-0.3
8	O=C(CCN1C(=O)c2cccc3cccc(c23)C1=O)Nc1ccon1	-49.8	-1.8	-3.0	0.3	-18.9	nt	nt	-0.6	2.4	9.9
9	Cc1ccc(S(=O)(=O)N2CCN(Cc3ccsc3)CC2)cc1	-10.4	-3.4	-5.2	-0.1	3.9	-6.8	-0.1	1.6	-2.1	17.6
10	COc1ccc(-c2csc3ncn(CC(=O)N4CCOCC4)c(=O)c23)cc1	-35.9	3.6	-6.6	-0.2	-7.4	14.8	-0.8	0.8	-2.6	11.9
11	CCOC(=O)C1CCN(C(=O)COc2cc(C)c(Br)cc2C)CC1	-2.0	3.4	4.3	-0.3	3.3	-70.9	-62.7*	1.8	7.5	20.7
12	COc1cccc(N=C2SC(C(=O)Nc3ccc(F)cc3)CC(=O)N2C)c1 (stereo not drawn)	22.6	-5.7	-1.5	0.0	-44.5	38.5	26.7	-1.1	-2.2	6.8
13	O=C(NCCO)c1ccc(-c2nnc(Nc3ccc(O)cc3)c3ccccc23)cc1	-3.6	-3.1	-3.0	-3.1	-28.2	-3.0	1.6	4.0	-2.0	5.2
14	CCOc1ccc(NS(=O)(=O)c2cc(C(=O)NCC3CCCO3)ccc2Cl)cc1 (stereo not drawn)	0.8	nt	nt	-0.5	nt	-4.5	3.5	-1.5	nt	14.9
15	CCCC[n+]1c(C)sc2ccc(C)cc21	13.8	2.8	-1.6	0.1	-24.4	2.7	2.8	0.2	4.3	20.9
16	O=C(O)CC(Cc1ccccc1)(C(=O)O)c1ccccc1 (stereo not drawn)	1.6	-5.0	-9.9	0.9	-16.8	14.1	-4.9	7.2	-1.7	22.8
17	COc1ccc(N(CC(=O)O)S(C)(=O)=O)cc1OC	5.0	1.2	-4.2	-0.1	-2.1	4.7	4.1	3.7	-0.5	19.2
18	CCc1cccc(NS(=O)(=O)c2c(C)nc3sc(CC)nn3c2=O)c1	nt	-1.2	-2.5	nt	-1.0	nt	nt	nt	-1.6	nt
19	CCOc1ccc(NC(=O)C2CCCN(S(C)(=O)=O)C2)cc1 (stereo not drawn)	-1.8	-0.3	-4.8	-1.3	-8.6	2.0	-3.3	-0.5	-1.6	15.3
20	Cc1cc(C)n(CC(C)NC(=O)c2cc(COc3c(F)cccc3F)on2)n1 (stereo not drawn)	48.4	-1.8	0.2	-0.9	-19.5	-2.9	-6.5	1.1	4.6	6.3
21	O=C(CSc1ncn(-c2ccccc2)n1)Nc1nc2c(s1)CCCC2	-21.6	1.8	-0.1	0.4	-15.8	23.1	4.5	-1.4	1.5	18.6
22	COc1ccc2cc(C(=O)C3CCCN(C(=O)c4cnccn4)C3)ccc2c1 (stereo not drawn)	-3.0	-1.8	-2.7	-0.1	-3.8	-3.7	0.8	3.4	-2.9	9.6
23	CCOC(=O)N1CCN(S(=O)(=O)c2ccc(Br)cc2)CC1	-14.3	-2.8	6.2	3.6	-15.1	-5.0	-7.2	-1.8	2.8	14.3
24	CCc1ccccc1NC(=O)c1cc(C2CC2)on1	-44.0	-0.2	nt	1.6	nt	-7.6	6.5	2.0	nt	7.3
25	O=C(Oc1ccccc1N1CCOCC1)c1ccccc1	5.5	-3.2	-2.9	0.0	10.1	7.7	4.9	5.5	-0.5	3.2
26	Cc1ccc(NC(=O)C2CCCN(S(=O)(=O)c3c(C)noc3C)C2)nc1 (stereo not drawn)	1.5	-0.6	0.9	0.2	-11.0	-14.6	0.0	-0.3	-2.6	9.5
27	CCCc1cc(-n2cnc3ccccc32)n2c(nc3ccccc32)c1C#N	14.7	2.5	-6.5	-0.1	-10.6	16.1	0.4	3.9	1.6	5.0
28	CCN(CC)CCN(C(=O)c1ccc(C(=O)c2ccccc2)cc1)c1nc2c(OC)cccc2s1	-10.9	-1.6	0.7	0.3	-13.2	17.8	0.8	4.2	-0.1	9.1
29	O=C(Nc1cccc2ccccc12)c1ccccc1NS(=O)(=O)c1cccc2cccnc12	-12.3	-0.6	4.2	1.1	-45.8	0.0	-2.1	2.4	-2.5	22.7
30	C/C(=N\Nc1nc(Cl)c(Cl)cc1Cl)c1ccc(S(=O)(=O)NCc2ccco2)cc1	-63.8	0.4	2.6	0.3	-15.6	5.5	-0.1	3.4	2.9	15.0
31	CCOc1ccc(C(=O)Nc2ccccc2N2CCOCC2)cc1	-6.9	-3.9	-8.2	-0.1	-26.5	14.6	3.2	-11.4	-4.9	10.8
32	Nc1nc(NCc2ccccc2)nc(-c2ccccc2)n1	3.5	-0.2	6.0	-0.1	-32.7	21.6	5.8	-3.0	-0.2	-81.8*
33	O=C(CCC(=O)c1cccs1)OCC(=O)c1ccc(Cl)s1	-2.9	-3.0	2.7	0.3	-4.7	-10.1	-2.2	0.1	2.8	12.8
34	CN1N=C(C(C)(C)C)CSC1=Nc1ccc(F)cc1	-37.5	-1.0	-0.7	0.8	-1.1	36.9	10.0	1.3	3.3	8.5
35	O=C(O)Cc1ccc(NS(=O)(=O)c2c(Cl)cccc2Cl)cc1	-5.0	5.3	-2.6	-0.5	-18.7	-23.3	-6.3	7.9	0.8	23.7
36	CC1CCCC(C)N1/N=C/c1cccc([N+](=O)[O-])c1 (stereo not drawn)	2.8	-2.6	0.9	0.8	0.6	-9.7	-3.5	-0.6	-2.4	9.5
37	Cc1ccc(S(=O)(=O)N(C)C)cc1NC(=O)CCc1c[nH]c2ccccc12	15.7	-1.2	1.3	0.2	-4.5	3.2	-1.2	0.6	2.5	16.8
38	Cc1ccc(C(=O)NNC(=S)Nc2cccc3ccccc23)s1	-58.4	-0.6	7.7	2.2	-8.6	41.9	27.4	5.0	-1.7	73.3
39	O=C1N(Cc2cccnc2)C[C@@H]2C[C@@H](c3ccc4nsnc4c3)N3CCC[C@@]123	5.9	1.6	3.8	-0.1	-31.9	4.7	1.5	2.6	-0.9	21.5
40	COc1ccc(OC(=O)c2cc3cc(Cl)ccc3oc2=O)cc1	-7.2	-0.9	-5.9	-34.8	-31.9	1.6	-1.2	2.6	-3.4	26.4
41	S=c1[nH]nc(-c2ccn[nH]2)n1-c1ccccc1Cl	-85.9	-0.5	7.6	1.6	-21.7	15.5	-1.1	2.1	-1.4	-7.9
42	CCn1cc(C(=O)N[C@@H](CCSC)C(=O)NC(C)(C)CO)c(=O)c2cc3c(cc21)OCO3	10.9	0.7	-3.6	-1.6	-23.6	3.4	1.3	-1.0	3.7	-0.6
43	COc1ccccc1C(=O)ON=C1c2ccccc2-c2ccccc21	-37.6	0.1	11.8	1.3	-17.6	-16.4	1.6	-0.1	4.3	12.0
44	CC(=O)/C=C(\C)Nc1ccc(-c2cnc(-c3ccccc3)o2)cc1	-94.9	0.0	0.2	3.9	-157.5	14.1	18.8	-1.6	-1.7	13.6
45	CSc1nsc(SC)c1C(N)=O	nt	-0.8	-1.6	nt	-19.8	nt	nt	3.8	-0.7	19.8
46	COc1ccc(C(CNC(=O)C(C)Oc2ccc(Br)cc2)N2CCCC2)cc1 (stereo not drawn)	-21.2	-0.7	nt	0.4	nt	-1.6	2.9	1.4	nt	-6.2
47	CC1=C(C(=O)OCc2ccccc2)C(c2ccccc2OS(=O)(=O)c2ccccc2[N+](=O)[O-])NC(=O)N1CCCC(=O)O (stereo not drawn)	5.5	3.1	nt	0.0	nt	9.4	-3.0	2.9	nt	12.6
48	CSCCC(NC(=O)c1ccc([N+](=O)[O-])cc1Cl)C(=O)OCC(=O)NCC(F)(F)F (stereo not drawn)	12.4	-2.5	-0.2	-0.4	3.2	-2.1	-5.3	2.8	-1.2	11.8
49	O=[N+]([O-])c1ccc(O)c(C=Nc2ccc3c(c2)OCCO3)c1	-62.0	-2.1	-0.9	-0.1	-26.5	-67.6	-64.4*	2.5	0.2	21.5
50	C/C(=N\NC(=O)c1c(Cl)cnn1C)c1cccc(NC(=O)c2ccc(C)cc2)c1	-72.4	-1.6	6.0	2.7	-50.2	13.7	13.1	2.6	-2.1	24.4
51	Cc1ccc(C)c(N2CCN(C(=O)Cc3cn(C)c4ccccc34)CC2)c1	16.6	0.5	4.7	-0.8	-1.3	27.6	2.6	-0.6	5.0	21.9
52	COC(=O)c1ccccc1NC(=O)CN(c1ccc(OC)cc1)S(C)(=O)=O	-10.9	-2.8	-1.4	0.5	-4.1	-3.1	-8.7	0.3	1.8	-0.9
53	CCn1cc(C(=O)NC(C)C2CC3CCC2C3)cn1 (stereo not drawn)	-1.4	0.0	-0.2	-0.1	-36.4	2.3	0.4	0.0	-3.1	30.6
54	Cc1cccc(NC(=O)c2sc3nc(-c4ccc(F)cc4)cn3c2C)n1	-60.5	-1.1	1.4	0.6	-17.7	-3.8	-1.4	2.2	5.4	23.4
